Screening data deposited in PubChem by several laboratories.
CaV13 ICDI inh = Disruptors of the CACNA1D IQ motif to Ca2+-dependent inactivation inhibitor domain association, primary screening, Förster resonance energy transfer in intact living …; inhibition, % at 12.3 µM; HEK cells, CFP/YFP FRET ICDI-IQ, plate reader, 10 min; percent FRET-ratio fall versus neutral wells; hit rate 0.098% among 340,000;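 active means mean replicate inhibition of at least 30% and at least 1% of replicates passing that level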;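 further: 0% = median of the neutral control wells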
PDI turbidity = inhibitors of human PDI, primary screen, biochemical, turbidity, single point, plate reader. Protein disulfide-isomerase (Homo sapiens), P07237. PDI insulin aggregation turbidity, A650, 90 min. inhibition, % at 10 µM. hit rate 0.052% among 350,000. AID 588391, 2011;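 active means mean inhibition across replicates of 30% or more, whatever share of single replicates reach that level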;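 further: absorbance from insulin aggregation driven by PDI reduction with DTT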
Target sequence (P07237 whole entry, looked up): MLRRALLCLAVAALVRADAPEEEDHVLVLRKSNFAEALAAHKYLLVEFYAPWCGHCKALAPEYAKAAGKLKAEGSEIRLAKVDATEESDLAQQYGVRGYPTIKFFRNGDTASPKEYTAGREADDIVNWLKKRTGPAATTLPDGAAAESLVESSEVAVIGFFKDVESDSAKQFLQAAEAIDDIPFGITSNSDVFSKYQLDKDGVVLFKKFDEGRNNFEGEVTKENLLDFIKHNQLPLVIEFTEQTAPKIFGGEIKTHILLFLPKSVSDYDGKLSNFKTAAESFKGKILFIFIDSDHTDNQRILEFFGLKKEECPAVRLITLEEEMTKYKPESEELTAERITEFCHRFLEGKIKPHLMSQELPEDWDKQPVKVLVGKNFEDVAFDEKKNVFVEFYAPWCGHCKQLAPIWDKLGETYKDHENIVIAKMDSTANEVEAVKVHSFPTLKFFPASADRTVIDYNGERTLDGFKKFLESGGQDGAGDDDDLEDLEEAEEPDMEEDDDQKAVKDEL
NR2E3 ag-1 = inhibitors of NR2E3-RetCOR corepressor binding, primary screen, NR2E3 agonist project, biochemical, TR-FRET, GST-NR2E3, biotin-RetCOR | Photoreceptor-specific nuclear receptor (Homo sapiens), Q9Y5X4 | AID 2300, 2010 | hit rate 0.12% among 320,000 | inhibition of corepressor binding, % at 4.78 µM | 1536-well;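 active means percent inhibition above the cutoff of mean plus 3 SD of all tested compounds, set per screening campaign, cut at about 20% in these data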;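 further: 0% = DMSO wells and 100% = biotin wells as full block of FRET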
Target sequence (Q9Y5X4 whole entry, looked up): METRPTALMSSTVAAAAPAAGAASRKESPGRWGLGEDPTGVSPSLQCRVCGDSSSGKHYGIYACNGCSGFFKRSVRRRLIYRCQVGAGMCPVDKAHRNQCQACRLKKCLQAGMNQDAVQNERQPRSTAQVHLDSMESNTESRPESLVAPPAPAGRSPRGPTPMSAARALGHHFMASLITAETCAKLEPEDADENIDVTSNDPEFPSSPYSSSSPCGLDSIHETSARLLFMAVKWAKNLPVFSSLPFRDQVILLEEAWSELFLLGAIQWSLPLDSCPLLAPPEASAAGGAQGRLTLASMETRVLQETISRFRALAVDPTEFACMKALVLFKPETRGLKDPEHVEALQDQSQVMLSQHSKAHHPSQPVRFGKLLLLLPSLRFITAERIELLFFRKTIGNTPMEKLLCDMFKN
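Material – GST-tagged NR2E3 plus biotinylated RetCOR corepressor · Quantity – NR2E3 fusion 1.35 nM · Times – 5 h incubation at 4 °C · Medium – pH 7.5 Tris-based buffer · Technique – TR-FRET, Eu(K)-anti-GST donor, streptavidin-D2 acceptor, ex 340, em 617/671 nm · Benchmarks – high control biotin, low control 0.6% DMSO · Format – 1536-well plates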
CF NFkB block = inhibitors of PAF-induced NF-kB signaling, primary screen, cell-based, GFP fluorescence, uHTS; KKLEB NF-kB-GFP reporter, GFP fluorescence overnight; inhibition, % at 5 µM; AID 588850, 2011; hit rate 0.86% among 360,000;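 active means at least 50% inhibition at 5 µM, scaled per plate between neutral and stimulator controls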;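 further: PAF is a Pseudomonas aeruginosa culture filtrate used as stimulus; plate controls were PAF-stimulated DMSO wells for no effect and unstimulated DMSO wells for full effect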
NR2E3 ag-2 = NR2E3 agonists in two-hybrid cells, primary screen, cell-based, luminescence, CHO-S, Gal4-NCOR/VP16-NR2E3. Photoreceptor-specific nuclear receptor (Homo sapiens), Q9Y5X4. AID 602229, 2012. hit rate 0.35% among 360,000. luciferase. inhibition of corepressor binding, % at 3.98 µM;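 active means inhibition above the mean of all tested compounds plus 3 SD, cut at about 70% in these data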;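 further: 0% = DMSO with NR2E3 transfected cells and 100% = cells lacking NR2E3 construct; higher means lower luciferase signal from less NR2E3 corepressor binding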
Peg3 promoter = Peg3 promoter-driven luciferase inhibitors, primary screen, cell-based, HeLa, luciferase luminescence; HeLa PEG-Prom luciferase reporter, overnight; inhibition, % at 20 µM; hit rate 1.7% among 360,000; AID 588405, 2011;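 active means inhibition of at least 50% at 20 µM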
HIF-2a inh = HIF-2a reporter inhibitors, primary screen, luminescence, 786-0 RCC cells; 786-0 RCC cells HIF-2a reporter, luciferase luminescence, overnight; inhibition, % at 18.8 µM; hit rate 0.72% among 360,000; AID 624352, 2012;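 active means inhibition of the luminescence signal of 40% or more relative to plate controls, in a single-dose primary screen at 18.75 µM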
Shn3 inh set2 = reduction of Shn3 3'UTR firefly luciferase signal, primary screen, Schnurri-3 inhibitor project, cell-based, Clone20 osteoblasts, set 2; AID 588674, 2011; hit rate 0.52% among 360,000; Clone20 osteoblast Shn3 3'UTR firefly luciferase, 24 h; inhibition, % at 12.5 µM;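 active means mean inhibition of at least 75% with every replicate also reaching 75%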;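 further: 0% = median of neutral control wells and 100% = pilot-screen positive control compound; some compounds past the cut are filed as inactive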
MITF TRPM1 inh = inhibitors of MITF-dependent TRPM1 promoter reporter, primary screen, cell-based, SK-MEL-5, single point, luciferase; SK-MEL-5 TRPM1 promoter luciferase, 24 h; inhibition, % at 12.5 µM; hit rate 0.83% among 330,000;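 active means mean inhibition across replicates of 60% or more, whatever share of single replicates reaches that level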; further: values of inactives mirror those of a sister screen read the other way
KKLEB tox = cytotoxicity in KKLEB CF airway cells, primary screen, cytotoxicity control for CF NF-kB inhibitor project, cell-based, uHTS, fluorescence assay plates; hit rate 0.36% among 360,000; AID 602141, 2011; KKLEB CF airway cells viability, ATPlite luminescence, overnight; hits give low values; cells stimulated with P. aeruginosa culture filtrate; activity change (cytotoxicity), % at 5 µM;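 active means corrected activity change at or below -50% at 5 µM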
Vif inh = HIV Vif self-association inhibitors, primary screen, imaging, HEK293T, single point; HEK293T cells, Vif self-association by quenched fluorescence, 24 h; inhibition, % at 7.49 µM; hit rate 0.35% among 340,000; AID 602346, 2012; in the data active means inhibition above about 50%, passing the limit was not always enough; further: some results filed as inactive read as strong as hits
* hit, by the source's call; nt = no result given. Compounds as they come, and some 3.3% of all compounds hit somewhere here.

1. Cc1ccccc1NC(=O)Cc1nc(COC(=O)C(C)C)cs1
2. Cc1ccc(C)c(N=Cc2ccc(-c3ccc([N+](=O)[O-])cc3)o2)c1
3. COCCNS(=O)(=O)c1ccc(-c2ccc(Cl)cc2)cc1
4. Cc1ccc(CN(C(=O)c2ccccc2C)C2CCS(=O)(=O)C2)o1 (configuration not stated)
5. CC(C)(C)c1ccc(S(=O)(=O)N2CCCC2C(=O)N2CCOCC2)cc1 (configuration not stated)
6. Cc1cccc(-n2ncc3c(NCCCN4CCCC4=O)ncnc32)c1
7. Cc1nc([N+](=O)[O-])c(Br)n1Cc1ccc(Cl)c(Cl)c1
8. CCc1ccc2c(CN3CCC(C(=O)OC)CC3)cc(=O)oc2c1
9. CN1C(=O)/C(=C/c2ccco2)SC1=Nc1ccc(N2CCOCC2)cc1
10. CC1CCCN(C(=O)CN2CCC(c3nc4ccc(Cl)cc4[nH]3)CC2)C1 (configuration not stated)
assay / entry	1	2	3	4	5	6	7	8	9	10
Shn3 inh set2	-19	-10	1	-10	5	-11	23	11	4	-4
NR2E3 ag-1	-4	-3	3	3	4	-2	nt	-2	-3	-2
Peg3 promoter	14	7	-6	9	3	-132	104*	-5	-10	1
NR2E3 ag-2	12	-10	-6	-4	-6	-22	14	-22	-15	5
KKLEB tox	-2	5	6	4	-2	5	-46	6	-2	-4
CF NFkB block	4	9	14	7	4	-2	86*	0	-5	24
Vif inh	-14	-1	-5	2	-4	-13	-13	2	0	-2
HIF-2a inh	16	27	7	26	10	-148	70*	15	-69	9
CaV13 ICDI inh	nt	-5	-4	-6	-4	-5	-6	-2	-4	-5
PDI turbidity	9	3	4	-2	12	-6	4	-2	2	0
MITF TRPM1 inh	4	3	2	3	-4	-21	23	2	-8	7

Shown tab-delimited: 7 of the compounds above
No.	compound	Shn3 inh set2	NR2E3 ag-1	Peg3 promoter	NR2E3 ag-2	KKLEB tox	CF NFkB block	Vif inh	HIF-2a inh	CaV13 ICDI inh	PDI turbidity	MITF TRPM1 inh
1	Cc1ccccc1NC(=O)Cc1nc(COC(=O)C(C)C)cs1	-19	-4	14	12	-2	4	-14	16	nt	9	4
2	Cc1ccc(C)c(N=Cc2ccc(-c3ccc([N+](=O)[O-])cc3)o2)c1	-10	-3	7	-10	5	9	-1	27	-5	3	3
3	COCCNS(=O)(=O)c1ccc(-c2ccc(Cl)cc2)cc1	1	3	-6	-6	6	14	-5	7	-4	4	2
4	Cc1ccc(CN(C(=O)c2ccccc2C)C2CCS(=O)(=O)C2)o1 (configuration not stated)	-10	3	9	-4	4	7	2	26	-6	-2	3
5	CC(C)(C)c1ccc(S(=O)(=O)N2CCCC2C(=O)N2CCOCC2)cc1 (configuration not stated)	5	4	3	-6	-2	4	-4	10	-4	12	-4
6	Cc1cccc(-n2ncc3c(NCCCN4CCCC4=O)ncnc32)c1	-11	-2	-132	-22	5	-2	-13	-148	-5	-6	-21
7	Cc1nc([N+](=O)[O-])c(Br)n1Cc1ccc(Cl)c(Cl)c1	23	nt	104*	14	-46	86*	-13	70*	-6	4	23

Following part:
11. CCOc1ccc(NS(=O)(=O)c2ccc(C(=O)NCC(c3cccs3)N3CCOCC3)cc2)cc1 (configuration not stated)
12. COc1cc(C(O)P(=O)(OC(C)C)c2ccc(N(C)C)cc2)cc(OC)c1OC (configuration not stated)
13. CCN(CC)S(=O)(=O)c1ccc(C(=O)OCC(=O)NCc2ccco2)cc1
14. COC(=O)[C@]1(CC(C)C)N[C@H](c2ccc(-c3ccc(OC)cc3)cc2)[C@@H]2C(=O)N(C)C(=O)[C@@H]21
15. CCCCCCSc1cc(-c2nc3ccc(C)cn3c2NCCCC)ccc1OC
16. CCOCCCNC(=O)c1cc2c(=O)n3cccc(C)c3nc2s1
17. O=c1c2c([nH]n1-c1ccccc1)CCCC2
18. CN(C)S(=O)(=O)c1ccc(NC(=O)Cn2c(-c3ccccc3)noc2=O)cc1
19. Cc1onc(-c2c(F)cccc2Cl)c1C(=O)Nc1cccc2nsnc12
20. Cc1ccccc1-c1nc(C#N)c(N2CCC(C)CC2)o1
assay / entry	11	12	13	14	15	16	17	18	19	20
Shn3 inh set2	-8	-2	-6	17	61	-2	-14	6	1	-5
NR2E3 ag-1	0	2	3	1	nt	4	5	0	2	1
Peg3 promoter	2	-13	9	9	79*	-21	3	5	19	-212
NR2E3 ag-2	2	-12	-11	18	25	21	-9	-13	-54	-64
KKLEB tox	3	7	-5	12	-10	5	10	0	-26	0
CF NFkB block	10	-8	12	10	38	-3	-16	2	2	9
Vif inh	-2	-1	-2	-3	-6	1	3	5	-18	-14
HIF-2a inh	15	6	19	3	-36	-9	13	6	-7	-198
CaV13 ICDI inh	-6	-5	-7	-10	-5	-17	-3	-9	-7	-4
PDI turbidity	1	-2	1	-8	-3	1	7	-1	-6	-16
MITF TRPM1 inh	0	-6	8	0	0	14	11	10	8	-35

21. c1csc(C2=NNC(=NC3CCCCC3)SC2)c1
22. CC(=O)C(C)n1c(CN(C)Cc2ccccc2)nc2c1c(=O)n(C)c(=O)n2C (configuration not stated)
23. Cn1c(=O)c(C(=O)Nc2ccccn2)c(O)c2ccccc21
24. COc1ccc(/C=N/NS(=O)(=O)c2ccc(C)cc2)cc1
25. O=S(=O)(c1ccc(Br)s1)N1CCc2ccccc2C1
26. Cc1ccc[n+](C(C)C(=O)Nc2ccc(C)c([N+](=O)[O-])c2)c1 (configuration not stated)
27. Cc1ccccc1OCCC(=O)N(CC(=O)Nc1ccccc1C(F)(F)F)Cc1ccco1
28. CC1CN(C(=S)Nc2ccccc2F)CC(C)O1 (configuration not stated)
29. CC(C#N)Sc1nnc(-c2ccccc2F)n1C1CC1 (configuration not stated)
30. CCOC(=O)c1ccc(NC(=O)CCc2nnc3ccc(N4CCCC4)nn23)cc1
assay / entry	21	22	23	24	25	26	27	28	29	30
Shn3 inh set2	-86	47	-2	-9	13	4	13	-3	-3	-9
NR2E3 ag-1	2	2	3	-2	0	2	1	0	-2	-1
Peg3 promoter	-263	12	-79	12	4	5	16	19	-5	11
NR2E3 ag-2	-68	-14	-131	14	-16	-31	0	-16	7	-4
KKLEB tox	-8	-2	-11	-4	-6	-4	-3	11	-5	11
CF NFkB block	16	-27	-98	-24	6	-2	-5	3	-4	-14
Vif inh	2	-4	-3	2	-1	-6	-1	0	-2	-4
HIF-2a inh	-154	13	-44	5	-19	13	14	18	6	-6
CaV13 ICDI inh	-8	-4	-8	-4	-8	nt	-6	7	-4	-7
PDI turbidity	4	0	4	-1	-2	-6	-2	-29	10	-6
MITF TRPM1 inh	-58	7	-15	-2	12	19	0	3	21	7

31. CSc1nnc(-c2ccccc2SC)o1
32. COc1ccc(Cl)cc1NC(=O)CN(C)CC(=O)Nc1ccc(Br)cc1
33. Cn1c(N)c(S(=O)(=O)NCc2ccccc2)c(=O)n(C)c1=O
34. CC(C)NC(=O)c1cc(C2CCCCN2S(=O)(=O)c2cccs2)on1 (configuration not stated)
35. O=C(O)CSCC(=O)Nc1ccc(S(=O)(=O)N2CCCCC2)cc1
36. Cc1ccc(NC(=O)C(C)S)cc1 (configuration not stated)
37. O=[N+]([O-])c1ccc(COc2ncnc3ccccc23)cc1
38. CCCN(CC(=O)Nc1ccc(F)c(F)c1F)CC(=O)Nc1c(C)n(C)n(-c2ccccc2)c1=O
39. Cc1ccc2c(c1)N(C(=O)c1ccco1)C(C)(C)c1ssc(=S)c1-2
40. CCCCOCCCNC(=O)c1cccs1
assay / entry	31	32	33	34	35	36	37	38	39	40
Shn3 inh set2	5	-7	-19	8	1	2	7	-3	-24	20
NR2E3 ag-1	6	-6	2	nt	2	0	-2	3	1	3
Peg3 promoter	-26	27	-15	14	11	4	16	3	19	-9
NR2E3 ag-2	-23	18	2	8	16	-9	-9	-30	-28	-22
KKLEB tox	-11	-11	9	-4	-1	4	8	5	4	2
CF NFkB block	1	-21	10	-11	0	-9	7	-5	2	15
Vif inh	9	-8	4	8	9	0	1	-3	nt	0
HIF-2a inh	-11	6	4	-5	-2	23	17	15	18	-6
CaV13 ICDI inh	1	-5	-12	-17	0	-4	-20	-5	-5	nt
PDI turbidity	-5	-1	7	-4	9	3	8	4	-7	3
MITF TRPM1 inh	-2	-4	2	nt	-3	-14	12	14	3	-8

41. CC(=O)c1ccc(NC(=O)C(C)OC(=O)CCN=C2NS(=O)(=O)c3ccccc32)cc1 (configuration not stated)
42. O=C(Nc1ccc2c(c1)CCC2)Nc1ccccc1Cl
43. O=C1CC(C(=O)O)C2(CCCC2)O1 (configuration not stated)
44. COC(=O)c1ccccc1NC(=O)CCCCCn1nnc2ccccc2c1=O
45. CN(CC(=O)NC1CCCCC1)S(=O)(=O)c1ccc2c(c1)c(=O)n(C)c(=O)n2C
46. CC(=O)c1c(C)[nH]c(C(=O)Nc2nccs2)c1C
47. O=C(/C=C/c1ccccc1)Nc1cccc(C(=O)NC2CC2)c1
48. CCOC(=O)c1ccc(NC(=O)CN(C)S(=O)(=O)c2ccc(OC)cc2)cc1
49. CC1=CCC2([N+](=O)[O-])CN(CC(=O)O)CC1([N+](=O)[O-])C2 (configuration not stated)
assay / entry	41	42	43	44	45	46	47	48	49
Shn3 inh set2	-5	-69	10	14	-9	-46	-35	0	2
NR2E3 ag-1	4	3	4	2	-1	-2	nt	5	2
Peg3 promoter	4	-359	6	10	-20	-188	-259	-3	3
NR2E3 ag-2	-1	-128	1	-4	16	-92	-60	-11	7
KKLEB tox	4	-17	-25	-1	-5	-13	-8	7	8
CF NFkB block	-15	5	4	-2	-3	10	-1	-11	-5
Vif inh	14	0	nt	-10	-3	-1	-3	-14	0
HIF-2a inh	14	-291	-13	-2	12	-246	-217	10	14
CaV13 ICDI inh	-8	-11	-8	-5	-6	6	-10	nt	0
PDI turbidity	5	2	-8	2	0	3	3	1	12
MITF TRPM1 inh	2	-71	-5	4	2	-71	-58	3	4
